Source: PubChem BioAssay (several laboratories)
ABHD5-PLIN5 inh = ABHD5-PLIN5 protein interaction inhibition | Q00G26+Q8WTS1 | Split G. princeps luciferase complementation, luminescence, 4 h | inhibition, % at 4 µM | 360,000 compounds, 0.78% hits;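 active = inhibition above the mean inhibition across every tested compound plus 3 SD, cut at about 22% in these data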;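 note: 0% = DMSO only wells and the 100% control is not disclosed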
HTR2A ag = agonists of mouse serotonin 5-HT2A receptor (HTR2A); activation, % at 7.6 µM; 360,000 compounds, 0.66% hits; CHO-K1 mHTR2A beta-arrestin complementation, luminescence; percent of 30 µM serotonin response; P35363;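 active = activation above a run cutoff, the mean activation of all tested compounds plus 3 SD, cut at about 14% in these data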;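 note: 0% = plate median of compound wells and 100% = 30 µM serotonin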
Target sequence (P35363 whole entry, looked up): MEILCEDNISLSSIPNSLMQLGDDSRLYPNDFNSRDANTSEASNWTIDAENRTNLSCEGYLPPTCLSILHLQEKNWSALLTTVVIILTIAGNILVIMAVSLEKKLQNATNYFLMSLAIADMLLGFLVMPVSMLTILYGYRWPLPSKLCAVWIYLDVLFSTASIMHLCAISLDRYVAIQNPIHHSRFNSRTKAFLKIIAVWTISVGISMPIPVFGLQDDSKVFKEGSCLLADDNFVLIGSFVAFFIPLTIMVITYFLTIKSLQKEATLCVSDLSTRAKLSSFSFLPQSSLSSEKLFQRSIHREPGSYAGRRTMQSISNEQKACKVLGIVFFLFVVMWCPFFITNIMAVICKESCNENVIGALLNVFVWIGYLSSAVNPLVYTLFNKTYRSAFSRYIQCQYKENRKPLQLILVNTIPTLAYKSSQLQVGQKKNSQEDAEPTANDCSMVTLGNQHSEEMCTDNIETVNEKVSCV
NCOA2 inhibitor = inhibits human steroid receptor coactivator 2; Q15596; HEK293 GAL4-SRC2 luciferase reporter, luminescence; inhibition, % at 9 µM; 370,000 compounds, 0.17% hits;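 active = inhibition above the mean inhibition of all tested compounds plus 3 SD, set per campaign, cut at about 52% in these data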;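 note: 0% = DMSO treated cells and 100% = cells given Gossypol at 36 µM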
ABCB6 inh 2 = human ABCB6 transporter inhibition. 360,000 compounds, 0.19% hits. K562-ABCB6 porphyrin accumulation, flow cytometry, 1 h; stronger effect = lower value. Q9NP58. fluorescence ratio to DMSO, % at 10 µM;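 active = fluorescence ratio to DMSO below 75%, the collection mean minus 3 SD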;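 note: signal is porphyrin accumulated inside mitochondria; 100% equals median channel fluorescence of DMSO control wells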
Glyco luc inh = blocks N-linked glycosylation in D54 reporter cells; reporter increase, % at 12.5 µM; 360,000 compounds, 0.23% hits; D54 ERlucT glycosylation luciferase reporter, 24 h; percent of 100 nM tunicamycin response;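 active = mean luciferase reporter signal, scaled so untreated is 0 and the glycosylation-blocking control 100, at or above a set limit in every replicate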;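 note: luciferase carries N-glycosylation sites so blocking glycosylation raises the light; 0% = median of neutral control wells and 100% = median of 100 nM tunicamycin wells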
NOD2 RIPK2 PPI = inhibitors of human NOD2-RIPK2 interaction; O43353; CHO BLA complementation NOD2-RIPK2, CCF4 ratio; inhibition, % at 4.98 µM; 360,000 compounds, 0.38% hits; AID 624267; in the data active = inhibition above about 21%;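 note: 0% = vehicle only and 100% = reference blocker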
MC4R antagonist = human MC4R antagonism in cAMP assay; P32245; MC4R-expressing cells, MTII-stimulated cAMP, LANCE TR-FRET; inhibition, % at 6.5 µM; 360,000 compounds, 0.48% hits;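 active = inhibition above its plate's cutoff, the mean of tested wells on that plate plus 3 SD, cut at about 29% in these data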;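 note: 0% = Melanotan II alone and 100% = Melanotan II plus saturating MCL0020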
Target sequence (P32245 whole entry, looked up): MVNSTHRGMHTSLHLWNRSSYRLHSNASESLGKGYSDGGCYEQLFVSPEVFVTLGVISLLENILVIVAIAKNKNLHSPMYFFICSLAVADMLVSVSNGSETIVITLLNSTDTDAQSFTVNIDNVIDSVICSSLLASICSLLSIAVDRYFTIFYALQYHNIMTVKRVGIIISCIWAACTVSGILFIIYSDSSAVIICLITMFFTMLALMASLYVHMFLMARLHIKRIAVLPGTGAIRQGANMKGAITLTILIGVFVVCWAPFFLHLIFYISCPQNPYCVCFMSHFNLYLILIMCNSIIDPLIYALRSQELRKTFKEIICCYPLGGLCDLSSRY
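System: U2OS-MC4R stable cell line; Technique: Eu-cAMP/anti-cAMP TR-FRET, emission 671 nm; Repeats: single well per compound; Also added: Melanotan II; Dosing: one concentration, 6.5 µM nominal; Schedule: 30-min compound, 1-h challenge, 1-h detection, room temperature.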
MC4R ag barr = agonists of human melanocortin 4 receptor (MC4R) beta-arrestin; U2OS MC4R beta-arrestin complementation, luminescence; percent of melanotan II response, DMSO zero; activation, % at 8.9 µM; 360,000 compounds, 0.98% hits; AID 540308;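 active = activation above a per-plate cutoff, the mean activation of sample wells on that plate plus 3 SD, cut at about 8% in these data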
Cardio protect = protects H9c2 cardiomyocytes from peroxide injury; AID 588492; 360,000 compounds, 0.63% hits; H2O2 injury protection, ATPLite, 2 h; protection from H2O2 cell death, % at 20 µM;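 active = compounds giving at least 50% protection of heart cells from peroxide-induced death in the single-dose screen, raw or plate-pattern-corrected value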;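 note: 0% = DMSO wells with peroxide and 100% = DMSO wells without peroxide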
TLR9-MyD88 block = TLR9-MyD88 interaction inhibition; Q9NR96+Q99836; CHO BLA complementation TLR9-MyD88, CCF4 FRET ratio; inhibition, % at 4.98 µM; 340,000 compounds, 0.21% hits;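 active = inhibition above the mean over all tested compounds plus 3 SD, cut at about 21% in these data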;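 note: 0% = DMSO only wells and 100% = clavulanate BLA inhibitor control wells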
* hit, by the source's call; x = not tested or not shown. Not all compounds are listed. The share of hits here may be higher or lower than overall.

SMILES	ABHD5-PLIN5 inh	HTR2A ag	NCOA2 inhibitor	ABCB6 inh 2	Glyco luc inh	NOD2 RIPK2 PPI	MC4R antagonist	MC4R ag barr	Cardio protect	TLR9-MyD88 block
O=C(Nc1ccccc1N1CCCC1)c1ccccc1F	-4	-5	-4	91	1	0	10	-0.9	0	0
Cc1ccc(S(=O)(=O)c2ccc(Cl)cc2)cc1S(=O)(=O)N1CCOCC1	-3	-8	-2	99	-5	1	6	-3.0	-1	4
c1ccc(CNc2ncnc3c2cnn3-c2ccccc2)cc1	-3	0	-24	94	26*	10	-23	4.5	3	10
Cc1cc(C)c(C#N)c(SC(F)F)n1	-6	-3	6	97	0	-9	-8	0.4	4	6
O=C(Cn1cnc2c(cnn2-c2ccc(F)cc2)c1=O)NCC1CCCO1 (centres undefined)	-2	2	6	103	1	-2	0	-1.0	10	-5
Cc1ccc(NNC(=O)c2cc(C(C)(C)C)nn2Cc2ccccc2)cc1	2	-1	-20	100	-1	-4	2	6.5	1	-12
CN1C(=O)CC(c2ccccc2)C1=O (centres undefined)	7	9	-21	95	1	6	-1	-0.8	7	3
COc1ccc(Nc2ncccc2C(=O)NCc2ccccc2)cc1	2	-3	-19	130	-4	-1	-9	-0.8	0	1
CCOc1ccc(CN(C)C(=O)c2cccnc2SC)cc1OC	-3	-3	31	93	1	2	11	-1.8	2	-5
CC(C)CC(=O)N1CCN(Cc2ccc3ccccc3c2)CC1	1	1	-25	95	2	4	2	-1.4	-1	-5
COc1ccc(C(=O)Nc2nncs2)cc1S(=O)(=O)N1CC(c2ccccc2)CC1=O (centres undefined)	-1	-1	-31	101	0	6	16	0.1	9	-17
COC(=O)c1sc2ccccc2c1NC(=O)c1ccc(S(=O)(=O)N2CCCCC2)cc1	1	-1	5	98	-2	-10	8	-4.8	6	3
Cc1cc(C)n(C(=O)C(C)N2C(=O)c3ccccc3C2=O)n1 (centres undefined)	-1	-1	-14	100	-2	-4	5	-0.8	7	3
CC(C)CNC(=O)c1c(F)c(F)c(F)c(F)c1F	-7	2	-47	97	-1	-4	19	1.8	-1	1
COc1ccc(NC(=O)CN(C)C(=O)c2cc(-c3ccncc3)nc3ccccc23)cc1	3	0	6	105	2	-1	0	-1.4	16	3
O=C(CCN1CCN(C/C=C/c2ccccc2)CC1)Nc1ccccc1F	3	-3	10	91	2	-3	1	-3.1	-9	11
O=C(CN1CCOCC1)Nc1nc2ccc(F)cc2s1	-4	3	-28	104	1	-5	0	1.5	2	-8
O=C(Nc1ccccn1)C(NS(=O)(=O)c1cccc2nsnc12)c1ccccc1 (centres undefined)	-1	0	1	97	2	2	10	1.7	8	-1
CCOC(=O)C1C(=O)NC(c2ccccc2)=NC1c1ccc(C(C)C)cc1 (centres undefined)	-7	4	10	98	3	1	5	8.2	7	-3
Cc1occc1C(=O)OCC(=O)Nc1ccc(F)cc1	7	0	-20	110	-1	-9	-1	-1.1	9	-1
O=C(NCc1cccc(Cl)c1)N1CCN(S(=O)(=O)c2ccccc2F)CC1	-16	2	-28	101	-2	-4	5	-2.8	-4	-1
COc1ccc(C(=O)NCC(=O)OCC(=O)N(C)c2ccccc2)cc1	-5	3	-6	94	1	2	-1	0.6	5	4
CC(NC(=S)NC1CCCCC1)C(c1cccs1)N1CCOCC1 (centres undefined)	4	-3	-12	96	1	-14	0	-2.5	2	4
Cc1ccsc1-c1cc2nc(NCCOc3ccccc3Cl)n(C)c(=O)c2s1	2	7	-22	98	0	-9	27	3.3	-11	x
CCOC(=O)COc1ccc2c(c1)C(=O)CC1(CCN(C(C)=O)CC1)O2	4	5	-26	102	1	-12	16	-2.5	1	-2

Full records, quoted from the list. Values in the order: ABHD5-PLIN5 inh	HTR2A ag	NCOA2 inhibitor	ABCB6 inh 2	Glyco luc inh	NOD2 RIPK2 PPI	MC4R antagonist	MC4R ag barr	Cardio protect	TLR9-MyD88 block
COc1ccc(Nc2ncccc2C(=O)NCc2ccccc2)cc1 as listed: 2	-3	-19	130	-4	-1	-9	-0.8	0	1
COc1ccc(C(=O)NCC(=O)OCC(=O)N(C)c2ccccc2)cc1 as listed: -5	3	-6	94	1	2	-1	0.6	5	4

Other compounds
SMILES	ABHD5-PLIN5 inh	HTR2A ag	NCOA2 inhibitor	ABCB6 inh 2	Glyco luc inh	NOD2 RIPK2 PPI	MC4R antagonist	MC4R ag barr	Cardio protect	TLR9-MyD88 block
CCOC(=O)CNc1ncnc2nc[nH]c12	-3	2	17	106	0	-6	-14	-0.1	3	-4
CC(C)C[C@@H]1COc2cccc(N3CCN(Cc4ccccc4F)CC3)c2S(=O)(=O)N1	-1	-1	8	96	x	-7	x	x	x	x
CC(=O)Nc1ccc(N=Cc2ccc[nH]2)cc1	8	6	-16	101	-1	-4	15	-0.4	4	-6
COCCCNC(=O)CCC(=O)Nc1ccc2nc(N3CCOCC3)cc(C)c2c1	4	6	-26	103	-2	-3	-4	-0.8	0	-5
CN(C)c1cccc(C(=O)N2CCCC(C(=O)c3cc(F)ccc3F)C2)c1 (centres undefined)	-6	-2	5	96	-1	-1	14	0.5	4	-7
CCc1c(C#N)c(SCCC(=O)Nc2ccc(F)cc2)nc2c1C(=O)CC(C)(C)C2	-7	1	-11	97	-4	-2	12	0.1	-21	-4
Cc1ccc2nc(SCC(=O)NC(=O)NCc3ccco3)[nH]c2c1	3	-4	-10	97	1	8	0	-0.7	-6	-4
COC(=O)c1ccc(S(=O)(=O)N2CCOCC2)o1	2	0	-19	98	1	7	2	-1.6	3	6
O=C(Nc1cc(Sc2ccccn2)cc([N+](=O)[O-])c1)c1ccc(Cl)cc1	3	1	-36	92	-8	-5	3	0.8	-36	-2
CCN(CC(=O)Nc1ccc(NC(C)=O)cc1)C(=O)CCCOc1cccc(C)c1	3	8	10	99	-2	-2	3	2.9	-22	0
COc1cc(C(=S)N2CCOCC2)ccc1O	-1	-1	7	100	4	-1	23	-0.2	0	1
Fc1ccc(C(c2nnnn2Cc2cccs2)N2CCN(C3CCCCC3)CC2)cc1 (centres undefined)	-1	-11	9	95	-6	6	-5	1.2	11	-4
S=C(c1ccccc1)N1CCCC1	-2	4	-1	100	2	-12	12	-1.3	0	-8
Cc1c(C(N)=O)sc2nc(-c3ccccc3)cn12	3	-4	-72	97	4	0	-1	-0.9	-2	2
CCN(CC)C(=O)c1nc[nH]c1C(=O)N1CCc2ccccc2C1	5	-2	-13	97	1	-13	4	-1.1	-1	-2
CCOC(=O)COc1ccc(S(=O)(=O)NC2CC2)cc1	-1	7	-13	107	3	-1	1	0.0	7	3
CCOC(=O)c1nnc(-c2cccs2)nc1NC(C)C	9	8	-2	94	2	-22	4	1.7	18	6
OCC1CCCN(C(=S)Nc2ccc(OC(F)F)cc2)C1 (centres undefined)	-4	-3	2	101	2	-3	14	-1.7	-8	0
CCOc1ccccc1NC(=O)c1ccc(C(=O)Nc2ccccc2OCC)nc1	-1	0	-2	98	1	-2	16	0.5	-5	-6
Cc1occc1C(=O)N/N=C/c1ccccc1[N+](=O)[O-]	-5	-2	-50	97	-1	-6	7	0.7	-5	0
CCN(CC)CCOC(=O)c1ccc(N/C=C(/C#N)c2nc(-c3ccc(OC)c(OC)c3)cs2)cc1	11	2	-26	107	-3	-1	-10	-0.3	17	11
O=C(O)c1cccc(S(=O)(=O)Nc2cc(Cl)ccc2Cl)c1	-2	-4	6	108	0	-5	2	-0.8	-1	-2
CC(=O)Oc1cccc(N2C(=O)c3ccc(C(=O)Nc4cccnc4)cc3C2=O)c1	7	-3	-18	102	1	-1	-8	-5.1	-6	-3
COc1ccc(-c2nnc3ccc(SCC(=O)Nc4nc5ccccc5s4)nn23)cc1OC	1	6	-31	97	1	-7	4	0.1	50*	4
O=C(OCCc1ccccc1)c1cc(O)c(O)c(O)c1	-4	-3	-6	93	-7	-2	1	-0.9	46	-5
(further entries)
SMILES	ABHD5-PLIN5 inh	HTR2A ag	NCOA2 inhibitor	ABCB6 inh 2	Glyco luc inh	NOD2 RIPK2 PPI	MC4R antagonist	MC4R ag barr	Cardio protect	TLR9-MyD88 block
COc1cccc(NC(=O)c2ccccc2C(F)(F)F)c1	5	0	-10	95	0	-5	-8	-1.5	4	-9
O=C(NCCc1ccc(Cl)cc1)c1ccc2ccccc2n1	9	3	-13	94	0	6	-8	3.3	-2	9
Cc1cccc(N2CCN(C(=O)CCN3C(=O)C4C5C=CC(C5)C4C3=O)CC2C)c1 (centres undefined)	-7	4	11	67*	1	-16	4	-1.4	14	5
O=C(O)C1CC=CCC1C(=O)NCc1ccc2c(c1)OCO2 (centres undefined)	12	2	-8	100	2	0	13	-0.6	5	-1
Cc1ccc(Cl)cc1N1C(=O)CC(Sc2ncccn2)C1=O (centres undefined)	-5	3	-36	98	-1	6	1	-2.1	9	1
COc1ccc(CNC(=O)C2CC(c3ccc(C(F)(F)F)cc3)=NO2)cc1 (centres undefined)	2	3	7	98	4	-7	-11	6.1	-29	-4
O=C(NCCc1c[nH]c2ccccc12)c1cccc(Br)c1	-2	1	0	96	-1	8	31*	-0.4	2	3
O=C(c1ccc(F)cc1Cl)N(Cc1ccco1)C1CCS(=O)(=O)C1 (centres undefined)	4	2	14	95	2	0	4	-0.2	3	-7
Cc1nnc(Sc2nc3c(c(=O)[nH]c(=O)n3C)n2Cc2ccccc2)s1	3	-5	17	101	1	1	-2	-0.3	8	5
Cc1cc(NCCCn2ccnc2)n2c(nc3ccccc32)c1C#N	2	6	10	103	4	1	11	0.8	10	10
Cc1ccc(-c2noc(-c3cccs3)n2)cc1	1	9	-54	98	-16	6	7	1.3	-16	-11
O=C(c1ccc2ccccc2c1)C1CCCN(C(=O)c2noc3c2CCCC3)C1 (centres undefined)	-1	-4	11	102	1	-3	13	-0.8	-5	-5
CCCCCc1c(-c2ccc(F)cc2F)ncn1CCc1ccccc1OC	1	-7	17	116	x	-13	x	x	x	x
Cc1ccc(-n2cc(CNCC3CC(=O)N(C4CC4)C3)c(-c3cccc(C)c3)n2)cc1 (centres undefined)	15	-6	9	96	2	1	19	0.8	10	-3
CCOC(=O)C1=C(C)NC(=O)NC1c1ccc(OCC(=O)Nc2ccccc2)c(OC)c1 (centres undefined)	-9	9	-47	101	-2	-2	-10	0.7	-17	2
CCc1noc(C)c1C(=O)N1CCN(S(=O)(=O)c2ccc(Br)cc2Cl)CC1	1	1	7	99	-2	1	6	1.8	2	-6
CSc1ccc(CN2CCC2(C)C(=O)NCc2ccc3c(c2)OCO3)cc1 (centres undefined)	0	-7	6	94	-1	10	11	-0.3	2	x
C=C(C)c1cccc(C(C)(C)NC(=O)Nc2cccnc2)c1	-6	0	6	98	1	5	11	2.0	-4	5
Cc1ccc(NC(=O)CSc2nnc(N)s2)c([N+](=O)[O-])c1	2	0	-21	98	1	-6	14	-0.9	-5	-4
COc1ccc(CCn2c(=N)c(C(=O)NCc3ccco3)cc3c(=O)n4ccccc4nc32)cc1	18	-2	-27	93	20	-7	5	-4.5	-17	-9
Cc1cc(C)c[n+](CC(=O)c2cc3ccccc3oc2=O)c1	0	3	-31	101	2	-13	0	-1.3	-13	-7
O=C(NC1CCCCC1)NC1CCN(S(=O)(=O)c2ccc3c(c2)OCCO3)CC1	-2	-1	-37	99	0	11	6	-1.4	-2	-6
